Screening data as filed in PubChem.
proKLK7 act: proKLK7 zymogen activators, primary screen, biochemical, fluorescence intensity; Kallikrein-7 (Homo sapiens), P49862; purified proKLK7, EDANS-DABCYL substrate fluorescence; 100% is mature enzyme control, 0% vehicle; activation, % at 7 µM; actives 0.9% (n = 370,000);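 active means activation above the mean of all tested compounds plus 3 SD, computed per campaign excluding outliers beyond control limits, cut at about 13% in these data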
ARFGAP1 inhibitor: inhibitors of rat ARFGAP1 GAP activity, primary screen, biochemical, fluorescence polarization, GDP tracer; Arfgap1-stimulated ARF1 GTP hydrolysis, GDP FP detection; actives 0.26% (n = 360,000); inhibition, % at 16.5 µM; ADP-ribosylation factor GTPase-activating protein 1 (Rattus norvegicus), Q62848;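 active means inhibition above a per-plate limit, mean inhibition of low control wells plus 3 SD, cut at about 25% in these data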;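 further: 0% = DMSO wells with enzyme and 100% = wells lacking Arfgap1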
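material = rat Arfgap1 catalytic domain, aa 1-136 | also added = human ARF1(Δ1-17)-GTP substrate | compound dosing = one concentration, 16.5 µM, DMSO 1.26% | times = GTP hydrolysis reaction 2 h at 25 °C | measured by = FP, GDP Alexa 633 tracer displaced from anti-GDP antibody, 620/688 nm | evaluation = percent inhibition of Arfgap1-stimulated GTP hydrolysis | replication = single well per compound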
rCAG RNA binder: binders of r(CAG) RNA repeats, primary screen, biochemical, fluorescence | actives 1.3% (n = 370,000) | AID 651821, 2012 | r(CAG) RNA repeat, TO-PRO-1 dye displacement fluorescence | inhibition, % at 3 µM;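 active means inhibition above the plate cutoff, the mean of all test compounds on that plate plus 3 SD, cut at about 35% in these data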;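 further: 0% = DMSO alone and 100% = 100 µM mitoxantrone as full dye displacement; higher means more dye released from RNA so lower well fluorescence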
GAA850 FXN act: FXN promoter activators, primary screen, cell-based, luciferase luminescence, HEK293 lucGAA850. HEK293 lucGAA850 FXN promoter luciferase reporter, 24 h; percent of 10 µM SAHA response. activation, % at 6 µM. actives 0.56% (n = 360,000). AID 540364, 2011;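 active means activation above the average of all compounds screened plus 3 SD, cutoff fixed separately per campaign, cut at about 7.5% in these data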;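 further: 0% = DMSO wells and 100% = 10 µM SAHA wells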
Tn6 DDE FP: inhibitors of Tn6 peptide binding to fibrin DD(E), primary screen, biochemical, fluorescence polarization, human fibrin, Tn6 probe; Fibrin DD(E) TRITC-Tn6 fluorescence polarization displacement; Fibrinogen beta chain (Homo sapiens), P02675; inhibition, % at 8.3 µM; actives 0.21% (n = 370,000);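 active means inhibition above a per-campaign cutoff: mean of compounds within control limits plus 3 SD, cut at about 15% in these data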;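 further: 0% = median of all compound wells on the plate and 100% = blocking peptide control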
Target sequence (P02675 whole entry, looked up): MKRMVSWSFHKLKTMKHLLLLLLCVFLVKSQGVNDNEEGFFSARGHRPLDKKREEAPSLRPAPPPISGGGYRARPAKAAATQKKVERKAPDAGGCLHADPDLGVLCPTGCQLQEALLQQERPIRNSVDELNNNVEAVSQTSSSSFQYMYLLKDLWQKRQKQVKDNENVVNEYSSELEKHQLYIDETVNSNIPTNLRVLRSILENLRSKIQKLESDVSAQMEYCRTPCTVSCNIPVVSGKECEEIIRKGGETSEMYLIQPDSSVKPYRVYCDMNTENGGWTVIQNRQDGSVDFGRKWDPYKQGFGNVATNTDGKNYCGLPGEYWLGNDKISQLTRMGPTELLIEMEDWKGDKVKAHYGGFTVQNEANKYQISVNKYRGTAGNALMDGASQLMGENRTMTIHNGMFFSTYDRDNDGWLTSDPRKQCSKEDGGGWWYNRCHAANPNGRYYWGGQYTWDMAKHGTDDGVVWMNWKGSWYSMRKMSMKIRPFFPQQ
GC-A act: GC-A stimulated cGMP production enhancers – HEK293 GC-A cells, cGMP TR-FRET, EC30 ANP, primary screen. actives 0.14% (n = 370,000). activation, % at 10 µM. Atrial natriuretic peptide receptor 1 (Homo sapiens), P16066. 0% at EC30 ANP, 100% saturating ANP; in the data active means activation above about 40%
HGIII-sPLA2 inh: human group III sPLA2 inhibitors, primary screen, biochemical, QFRET, BODIPY PC-A2 liposome substrate; inhibition, % at 12.2 µM; Group 3 secretory phospholipase A2 (Homo sapiens), Q9NZ20; AID 743126, 2013; actives 0.56% (n = 370,000); QFRET BODIPY PC-A2 liposome hydrolysis, fluorescence;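 active means inhibition above mean plus 3 SD of compounds lying within the high and low control bounds, cut at about 19% in these data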;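 further: 0% = median of test compound wells and 100% = no enzyme DMSO wells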
GC-B act: human GC-B receptor activators, primary screen, HEK293 GC-B cells, cGMP TR-FRET, EC30 CNP; 0% at EC30 CNP, 100% saturating CNP; activation, % at 10 µM; actives 0.11% (n = 370,000);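 active means activation at 10 µM reaching about 35% in either raw or pattern-adjusted values, limit read from the data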
ADAM10 inh: human ADAM10 inhibitors, primary screen, biochemical, QFRET, HTS. Disintegrin and metalloproteinase domain-containing protein 10 (Homo sapiens), O14672. recombinant ADAM10, EDANS/DABCYL FRET peptide cleavage, 3 h. inhibition, % at 7 µM. actives 0.62% (n = 370,000). AID 720582, 2013;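 active means inhibition above a per-campaign cutoff equal to the mean of compounds falling between control-based bounds plus 3 SD, cut at about 20% in these data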;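 further: 0% = DMSO wells while the 100% control is not disclosed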
Target sequence (O14672 214-748 limits assumed): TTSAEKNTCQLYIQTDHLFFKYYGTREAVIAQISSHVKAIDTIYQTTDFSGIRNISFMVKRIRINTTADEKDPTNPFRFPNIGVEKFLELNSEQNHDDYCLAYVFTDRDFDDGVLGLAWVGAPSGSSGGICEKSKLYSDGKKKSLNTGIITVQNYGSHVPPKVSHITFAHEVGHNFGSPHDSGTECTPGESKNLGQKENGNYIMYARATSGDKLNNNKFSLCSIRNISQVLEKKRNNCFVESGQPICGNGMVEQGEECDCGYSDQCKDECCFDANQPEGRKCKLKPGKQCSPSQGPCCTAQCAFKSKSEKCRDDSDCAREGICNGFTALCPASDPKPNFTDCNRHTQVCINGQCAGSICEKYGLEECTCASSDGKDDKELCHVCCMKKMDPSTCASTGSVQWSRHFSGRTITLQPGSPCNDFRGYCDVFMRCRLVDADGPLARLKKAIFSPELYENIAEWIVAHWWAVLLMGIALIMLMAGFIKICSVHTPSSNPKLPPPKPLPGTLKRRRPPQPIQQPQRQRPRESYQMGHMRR
ASAP1 GAP inh: inhibitors of human ASAP1 ArfGAP activity, primary screen, biochemical, fluorescence polarization; actives 0.19% (n = 360,000); AID 624377, 2012; Arf-GAP with SH3 domain, ANK repeat and PH domain-containing protein 1 (Homo sapiens), …; inhibition, % at 16.5 µM; ASAP1-stimulated ARF1 GTP hydrolysis, GDP FP detection; in the data active means inhibition above about 25%;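 further: 0% = vehicle with enzyme and substrate and 100% = no enzyme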
Active calls of the source: *; / = not tested or not shown.

SMILES	proKLK7 act	ARFGAP1 inhibitor	rCAG RNA binder	GAA850 FXN act	Tn6 DDE FP	GC-A act	HGIII-sPLA2 inh	GC-B act	ADAM10 inh	ASAP1 GAP inh
CS(=O)(=O)N1CCN(c2ccccc2NC(=O)c2ccc(Cl)cc2)CC1	0.4	-2	4	-0.9	-2	4	6	-7	-9	-3
COc1ccc(/C(O)=C2/C(=O)C(=O)N(CC3CCCO3)C2c2ccc(O)c(OC)c2)cc1 (configuration not stated)	0.2	5	-1	0.1	10	0	3	-5	0	-2
Cc1ccc(S(=O)(=O)/N=C(/Nc2c(C)n(C)n(-c3ccccc3)c2=O)c2ccccc2)cc1	-0.1	3	-3	1.0	-1	-2	-11	1	-3	-3
O=S(=O)(Nc1nc2c(s1)CCCC2)c1ccc(Br)cc1	-0.8	7	20	-0.4	0	0	-35	4	5	0
CSc1nccc(Oc2cccc(C#N)c2)n1	-0.5	6	5	1.1	2	3	8	-5	6	5
OC(c1ccccc1)(c1ccccc1)c1nccn1-c1ccccc1	1.1	-3	-2	1.2	-4	-4	3	-2	-3	-1
COc1ccc(-c2nsc(C(=O)N(c3ccc(F)cc3)C(C(=O)NC3CCCC3)c3ccc(OC)cc3)c2N)cc1 (configuration not stated)	0.2	1	3	4.0	-6	3	-5	6	-1	5
CCOC(=O)Cn1nc(C)c(NC(=O)COc2ccc(OC)cc2)c1C	0.1	3	2	-0.7	6	-3	11	1	-11	-4
O=C(CCNC(=O)c1ccccc1Cl)NCC(c1ccc(F)cc1)N1CCOCC1 (configuration not stated)	0.2	-6	-1	-1.3	8	-1	1	6	1	-8
CC(=O)NC(C)(c1ccccc1)c1nc(-c2csc3ccccc23)cs1 (configuration not stated)	0.1	-1	3	0.8	2	-6	-4	0	-9	-4
O=C(NC(=S)Nc1ccc(S(=O)(=O)NC2CCCCC2)cc1)c1cccs1	-0.6	8	10	0.2	-1	2	-31	0	12	-3
COc1ccc(CN2C(=O)CSCC2(C)C(=O)Nc2c(C)cccc2C)cc1 (configuration not stated)	0.2	0	5	/	5	3	1	-4	3	-8
O=C1NC(=O)N(c2ccccc2)C1=O	0.5	5	2	0.5	4	1	4	1	5	2
CCCN=C1CC(C)(C)CC(=O)/C1=C(/O)CCC	0.2	-6	-7	1.6	0	0	-2	-2	1	-1
CCOC(=O)C1=C(C)Nc2sc(C(=O)c3ccc(C)cc3)c(N)c2C1c1ccc(C(=O)OC)cc1 (configuration not stated)	-4.3	-1	11	-0.8	-4	-10	-7	-3	-1	0
O=C(CC(c1ccccc1)c1ccco1)Nc1nccs1 (configuration not stated)	-0.6	9	4	2.0	6	-6	3	-2	0	-15
CCOc1cc(CNCc2ccccn2)ccc1OCC(=O)NC(C)(C)C	0.2	9	-7	-1.2	0	3	5	4	0	-10
CCCCn1c(N)c(N(CCC(C)C)C(=O)c2cc(S(=O)(=O)N3CCOCC3)ccc2F)c(=O)[nH]c1=O	-0.1	10	0	3.8	-9	3	9	-2	-19	-4
CCN1C[C@@H]2[C@@H]3C(=O)N(Cc4ccccc4)C(=O)[C@@H]3[C@](CC)(C1=O)N2C(=O)c1ccc(C(C)(C)C)cc1	0.4	-4	-4	1.9	1	2	1	7	1	-13
Cc1ccc(C(=O)NCCSC2CCCCC2)cc1S(=O)(=O)Nc1ccccc1	0.1	-4	4	-2.5	1	-2	-33	1	24*	14
COc1cc(/C=N/Nc2nc(N3CCCC3)nc(N3CCCC3)n2)ccc1OCc1ccccc1F	1.3	-8	1	1.3	1	-2	0	5	2	6
CC1CCN(C(=O)/C(=C\c2ccco2)NC(=O)c2ccccc2)CC1	-0.3	5	0	1.0	-3	-2	-11	-5	9	11
COc1ccc(CNC(=O)c2noc(C(C)C)c2[N+](=O)[O-])cc1	0.4	-14	-4	2.0	-2	-1	-5	4	-2	-3
CCn1cc(CN(C)S(=O)(=O)c2ccc3ccccc3c2)c(C)n1	0.1	6	2	-1.1	4	3	-5	-5	3	-8
COc1ccc(N2CCN(C(=O)CN(c3ccccc3)S(C)(=O)=O)CC2)cc1	-0.4	-5	-1	-1.2	0	2	-2	2	-6	-6
O=C(NC1CCS(=O)(=O)C1)c1ccc(S(=O)(=O)N2CCCCC2)cc1 (configuration not stated)	0.4	-3	-3	-0.5	-3	-3	2	6	-5	-2
Cc1ccc(Sc2cc(C(F)(F)F)nc(N(C)C)n2)cc1	0.3	-7	-3	-2.5	-4	-7	1	-6	-2	-13
O=C(Nc1ccccc1C(=O)N1CCCC1)c1cccc(S(=O)(=O)N2CCCCC2)c1	0.0	-2	-1	-1.3	-1	2	5	0	-6	4
COCCn1c(SCC(=O)Nc2cccc(F)c2)nc2c(c1=O)SCC2	-0.2	3	-2	-0.2	5	1	3	3	3	-10
COc1ccccc1N1CCN(CCCN2C(=O)C3CCCCN3C2=O)CC1 (configuration not stated)	0.3	6	-2	-0.2	-1	4	-3	-1	-3	-10
CN(C(=O)c1cccc(NC(=O)Cc2ccc([N+](=O)[O-])cc2)c1)C1CC1	-0.3	6	9	-1.2	-2	0	3	-2	4	1
C[C@@H]1COc2cccc(NCCCN3CCOCC3)c2S(=O)(=O)N1	-0.1	1	1	/	10	3	-1	2	-7	-5
O=C1CC(C(=O)NC2CCCCC2)C2(CCCCC2)O1 (configuration not stated)	0.4	2	-1	-0.4	-1	-1	0	2	-4	-2
Cc1ccc(N(CC(=O)N/N=C/c2ccco2)S(=O)(=O)c2ccccc2)cc1	0.1	2	2	-0.6	-9	-3	-3	-1	-3	0
Cc1ccccc1-c1nc(CN2CCC(C(=O)N3CCC(C(N)=O)CC3)CC2)c(C)o1	0.6	5	3	0.6	6	3	-5	5	-1	1
NC(=O)COc1cccc2cccnc12	0.3	11	-1	-0.6	2	-4	10	2	-16	11
O=C(Nc1cccs1)Nc1ccc(F)cc1F	0.0	6	1	2.5	-1	3	2	2	-4	11
Cc1ccc(OC(C)C(=O)Nc2ccccc2C(=O)N2CCN(C)CC2)cc1 (configuration not stated)	-0.5	2	-3	0.7	2	-2	0	3	-10	4
COc1ccc(CN(C)CC2CCCN(CCc3ccc(F)cc3)C2)cc1OC (configuration not stated)	-0.5	-2	-11	-0.2	0	-5	-3	0	-5	13
COc1ccc(F)cc1S(=O)(=O)Nc1ccc2c(c1)OCO2	0.0	3	0	-1.9	2	-1	2	-1	11	-4

4 compounds out of the list, arranged by formula weight, high to low.
SMILES	proKLK7 act	ARFGAP1 inhibitor	rCAG RNA binder	GAA850 FXN act	Tn6 DDE FP	GC-A act	HGIII-sPLA2 inh	GC-B act	ADAM10 inh	ASAP1 GAP inh
COc1ccc(N2CCN(C(=O)CN(c3ccccc3)S(C)(=O)=O)CC2)cc1	-0.4	-5	-1	-1.2	0	2	-2	2	-6	-6
COc1ccccc1N1CCN(CCCN2C(=O)C3CCCCN3C2=O)CC1 (configuration not stated)	0.3	6	-2	-0.2	-1	4	-3	-1	-3	-10
COc1ccc(F)cc1S(=O)(=O)Nc1ccc2c(c1)OCO2	0.0	3	0	-1.9	2	-1	2	-1	11	-4
O=C(Nc1cccs1)Nc1ccc(F)cc1F	0.0	6	1	2.5	-1	3	2	2	-4	11

(list continues)
SMILES	proKLK7 act	ARFGAP1 inhibitor	rCAG RNA binder	GAA850 FXN act	Tn6 DDE FP	GC-A act	HGIII-sPLA2 inh	GC-B act	ADAM10 inh	ASAP1 GAP inh
CCC(=O)N(c1nnc(SCC(=O)NN2C(=O)NC3(CCCCC3)C2=O)s1)C1CC1	-0.1	4	0	-0.4	-7	6	-6	2	-1	-1
Cc1ccc(C)c(NC(=O)COC(=O)CCCN=C2NS(=O)(=O)c3ccccc32)c1	-0.4	-3	2	1.5	7	5	1	5	-7	8
O=C(CCn1c(=O)oc2ccccc21)n1c(=O)oc2ccccc21	0.2	-1	1	1.2	-1	0	3	1	-2	-12
Cc1cc(C)n(-c2ccc(NC(=O)C3CCCCN3C(=O)c3ccoc3)cc2)n1 (configuration not stated)	0.1	10	-8	0.0	-5	0	0	-2	-4	6
O=C(CC1NCCN(Cc2ccccc2)C1=O)Nc1ccc(Cl)cc1 (configuration not stated)	0.5	14	-3	-1.1	7	1	0	-2	12	-7
Cc1cccc(Nc2nc(N)nc(CN3CCN(c4ccccc4F)CC3)n2)c1	-0.3	-2	-10	2.3	10	-1	-6	0	3	4
Cc1cc(C(=O)N/N=C2/CC(C)CC(C)(C)C2)c(C)o1 (configuration not stated)	-1.0	0	-1	3.5	1	5	-5	-1	7	1
CCC(C)n1c(=N)c(C#N)cc2c(=O)n3ccccc3nc21 (configuration not stated)	3.9	-9	1	2.1	0	12	-1	-9	-287	-2
COc1ccc(C2CC(c3cccs3)=Nc3ccccc3S2)cc1 (configuration not stated)	40*	-1	0	2.5	-1	-10	11	-2	-201	5

Part of the list above, in markdown:
| SMILES | proKLK7 act | ARFGAP1 inhibitor | rCAG RNA binder | GAA850 FXN act | Tn6 DDE FP | GC-A act | HGIII-sPLA2 inh | GC-B act | ADAM10 inh | ASAP1 GAP inh |
| --- | --- | --- | --- | --- | --- | --- | --- | --- | --- | --- |
| Cc1cc(C)n(-c2ccc(NC(=O)C3CCCCN3C(=O)c3ccoc3)cc2)n1 (configuration not stated) | 0.1 | 10 | -8 | 0.0 | -5 | 0 | 0 | -2 | -4 | 6 |
| O=C(CC1NCCN(Cc2ccccc2)C1=O)Nc1ccc(Cl)cc1 (configuration not stated) | 0.5 | 14 | -3 | -1.1 | 7 | 1 | 0 | -2 | 12 | -7 |
| Cc1cccc(Nc2nc(N)nc(CN3CCN(c4ccccc4F)CC3)n2)c1 | -0.3 | -2 | -10 | 2.3 | 10 | -1 | -6 | 0 | 3 | 4 |
| Cc1cc(C(=O)N/N=C2/CC(C)CC(C)(C)C2)c(C)o1 (configuration not stated) | -1.0 | 0 | -1 | 3.5 | 1 | 5 | -5 | -1 | 7 | 1 |
| CCC(C)n1c(=N)c(C#N)cc2c(=O)n3ccccc3nc21 (configuration not stated) | 3.9 | -9 | 1 | 2.1 | 0 | 12 | -1 | -9 | -287 | -2 |
| COc1ccc(C2CC(c3cccs3)=Nc3ccccc3S2)cc1 (configuration not stated) | 40* | -1 | 0 | 2.5 | -1 | -10 | 11 | -2 | -201 | 5 |
